Compound activity from PubChem.
HRas wt GTP – changes GTP binding to wildtype human HRas | GTP binding activity, % at 10 µM | hit rate 0.14% among 190,000 | GST-Ras wt beads, Bodipy-FL-GTP binding, flow cytometry; actives lie on both sides | AID 759 | P01112;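 active = GTP binding activity at least 20% away from the 100% baseline, either lowered as inhibitor or raised as activator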;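 note: 0% = unlabeled GTP competition control and 100% = no-compound control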
Pf gametocyte – kills late stage P. falciparum gametocytes; inhibition, % at 10.9 µM; AID 743093; P. falciparum stage V gametocytes, ATP luminescence, 24 h; hit rate 0.065% among 150,000;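 active = inhibition above the mean plus 3 SD of compounds within the control limits, set per campaign, cut at about 38% in these data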;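 note: 0% = DMSO wells and 100% = medium only without gametocytes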
Rab7 wt GTP bind – dog Rab7 wildtype GTP binding, inhibitors and activators; GTP binding activity (percent of control), % at 10 µM; hit rate 0.055% among 190,000; GST-Rab7 beads, fluorescent GTP binding, flow cytometry; actives lie on both sides; untreated = 100%, excess cold GTP = 0%;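 active = fluorescent GTP binding to Rab7 beads changed by at least 20 points from the 100% baseline, either direction, mostly lower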;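 note: median green fluorescence of bound Bodipy-FL-GTP per Rab7 bead population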
Avidin bead fluor – compound fluoresces at 488/530 nm on avidin beads; hit rate 0.38% among 220,000; fluorescence (KMESF) at 10 µM; AID 1775; compound fluorescence 488/530 nm, flow cytometry; stronger effect = higher value; in the data active = fluorescence above about 47; note: inactives centre near 10
Rab2 wt GTP – changes GTP binding to wildtype dog Rab2A, up or down | GST-Rab2 wt beads, Bodipy-GTP binding, flow cytometry | AID 760 | hit rate 0.19% among 190,000 | GTP binding activity, % at 10 µM | P61105;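 active = GTP binding activity at least 20 points away from 100%, either lowered or raised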;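 note: 0% = beads with excess unlabeled GTP and 100% = no-compound control corrected for plate trend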
ABCG2 block – inhibitors of human ABCG2 transporter, ABCB1 counter-screen; IgMXP3 cells, JC-1 efflux, flow cytometry; inhibition, % at 6.6 µM; hit rate 0.1% among 190,000; AID 1325;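 active = inhibition above 80%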;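 note: 0% = DMSO and 100% = nicardipine control wells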
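System: two drug-resistant human cell lines, ABCG2 and ABCB1; controls: nicardipine high and DMSO low controls; times: 10 min exposure at 25 °C with rotation, no wash; detection: flow cytometry of retained JC-1 fluorescence; read-out basis: percent efflux inhibition, scaled nicardipine 100% to DMSO 0%; doses: one concentration, 6.6 µM final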
Cdc42 wt – modulators (inhibitors or activators) of GTP binding to human Cdc42 wildtype; P60953; percent activity (GTP binding), % at 10 µM; hit rate 0.2% among 190,000; GST-Cdc42 beads, Bodipy-GTP binding, flow cytometry; actives lie on both sides;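 active = percent activity GTP binding at least 20 points away from the 100% baseline, either down as inhibitor or up as activator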;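 note: median bead fluorescence of bound Bodipy-FL-GTP at 100 nM; 0% = excess unlabeled GTP control and 100% = no compound control; below 100% means less GTP binding so inhibitor and above means activator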
Rac1 act GTP bind – alters GTP binding to activated mutant human Rac1; P63000; GST-Rac1 activated beads, fluorescent GTP binding, flow cytometry; actives lie on both sides; 100% means binding = to untreated wells; percent activity (GTP binding), % at 10 µM; hit rate 0.11% among 190,000;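 active = GTP binding at least 20 percentage points away from the 100% baseline, in either direction, so actives lie on both sides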
GSH fluor – compound fluoresces at 488/530 nm on GSH beads; fluorescence (KMESF) at 10 µM; hit rate 0.25% among 190,000; GSH beads flow cytometry, compound fluorescence 488/530 nm; stronger effect = higher value; in the data active = fluorescence above about 89;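 note: glutathione beads carrying GST-tagged Bcl family fusion proteins plus one bare bead set; values are compound well signal with DMSO vehicle wells as background; inactives centre near 16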
Rac1 wt GTP bind – modulators of human Rac1 wildtype GTP binding | P63000 | GST-Rac1 beads, fluorescent GTP binding, flow cytometry; actives lie on both sides; 0 = cold GTP competed, 100 = untreated | GTP binding activity (% of control), % at 10 µM | hit rate 0.27% among 190,000;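 active = GTP binding activity at least 20 points away from the 100% control level, either lower or higher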
ABCB1 inh – blocks JC-1 efflux by human ABCB1 transporter; CCRF-Adr cells, flow cytometry; hit rate 0.067% among 190,000; AID 1326; inhibition, % at 6.6 µM; P08183; in the data active = inhibition above about 40%;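 note: 0% = vehicle and 100% = reference inhibitor; higher value means more JC-1 retained so stronger ABCB1 efflux block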
Target sequence (P08183 whole entry, looked up): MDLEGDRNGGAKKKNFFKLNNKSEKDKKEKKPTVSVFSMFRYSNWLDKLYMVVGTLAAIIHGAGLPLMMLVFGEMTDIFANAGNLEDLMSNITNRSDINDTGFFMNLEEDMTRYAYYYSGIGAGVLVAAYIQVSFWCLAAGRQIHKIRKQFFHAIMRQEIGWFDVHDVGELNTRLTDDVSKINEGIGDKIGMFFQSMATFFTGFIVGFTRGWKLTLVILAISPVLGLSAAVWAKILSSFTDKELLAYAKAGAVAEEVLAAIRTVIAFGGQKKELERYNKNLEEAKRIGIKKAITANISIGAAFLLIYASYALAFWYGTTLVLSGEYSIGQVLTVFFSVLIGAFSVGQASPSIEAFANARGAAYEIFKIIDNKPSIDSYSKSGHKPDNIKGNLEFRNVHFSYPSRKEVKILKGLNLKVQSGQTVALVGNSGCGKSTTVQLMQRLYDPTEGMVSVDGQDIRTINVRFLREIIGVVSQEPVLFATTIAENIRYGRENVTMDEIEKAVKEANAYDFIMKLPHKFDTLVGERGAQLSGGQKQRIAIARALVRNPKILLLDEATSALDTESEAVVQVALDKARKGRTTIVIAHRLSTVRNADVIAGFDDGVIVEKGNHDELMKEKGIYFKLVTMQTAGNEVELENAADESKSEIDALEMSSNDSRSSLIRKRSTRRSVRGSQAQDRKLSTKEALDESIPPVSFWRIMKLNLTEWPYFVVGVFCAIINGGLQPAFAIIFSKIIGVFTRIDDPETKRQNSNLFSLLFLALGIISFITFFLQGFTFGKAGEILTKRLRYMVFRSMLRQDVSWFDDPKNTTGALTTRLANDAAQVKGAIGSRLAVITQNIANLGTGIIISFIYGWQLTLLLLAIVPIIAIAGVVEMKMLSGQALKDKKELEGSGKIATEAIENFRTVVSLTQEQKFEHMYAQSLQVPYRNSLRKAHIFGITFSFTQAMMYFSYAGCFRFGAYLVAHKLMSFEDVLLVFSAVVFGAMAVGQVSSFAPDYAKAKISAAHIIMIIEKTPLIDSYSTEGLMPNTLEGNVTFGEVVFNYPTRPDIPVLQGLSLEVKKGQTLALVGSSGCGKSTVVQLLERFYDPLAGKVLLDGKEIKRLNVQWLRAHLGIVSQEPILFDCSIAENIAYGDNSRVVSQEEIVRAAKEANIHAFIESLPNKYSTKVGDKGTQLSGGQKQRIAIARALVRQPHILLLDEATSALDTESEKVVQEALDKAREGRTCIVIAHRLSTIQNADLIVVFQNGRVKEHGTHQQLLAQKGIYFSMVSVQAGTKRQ
The depositor's hits bear a star; . = not tested or not shown.

SMILES | HRas wt GTP | Pf gametocyte | Rab7 wt GTP bind | Avidin bead fluor | Rab2 wt GTP | ABCG2 block | Cdc42 wt | Rac1 act GTP bind | GSH fluor | Rac1 wt GTP bind | ABCB1 inh
NS(=O)(=O)c1cccc(NC(=O)COC(=O)CN2C(=O)C3CC=CCC3C2=O)c1 (stereo not given) | 99.0 | 2.9 | 103.0 | 8 | 102.0 | 2.9 | 96.0 | 97.0 | 14 | 99.0 | 0.2
CCOC(=O)C1(CC2CCCCO2)CCN(S(=O)(=O)c2cccc(F)c2)CC1 (stereo not given) | 99.0 | -14.7 | 100.0 | 11 | 98.0 | 2.9 | 97.0 | 99.0 | 17 | 101.0 | 0.9
COc1ccc(-n2c(O)cnc2Nc2nc(C)cc(C)n2)cc1OC | 99.0 | -10.4 | 98.0 | 13 | 99.0 | 37.8 | 100.0 | 100.0 | 26 | 100.0 | -0.3
COc1ccc(CC(=O)NNC(=O)CSc2nc(C)c(C)c(=O)[nH]2)cc1 | 97.0 | 25.0 | 102.0 | 4 | 98.0 | 3.9 | 91.0 | 94.0 | 10 | 96.0 | 0.9
COCCn1cc(C(=O)c2cc(Br)ccc2O)cc(C#N)c1=O | 96.0 | . | 98.0 | 7 | 98.0 | 2.8 | 96.0 | 91.0 | 13 | 97.0 | 0.2
O=C(CNC(=O)C1CCCCC1)Nc1ccccc1Cl | 103.0 | . | 99.0 | 7 | 103.0 | 3.0 | 104.0 | 101.0 | 10 | 106.0 | 0.3
Cc1ccn2cc(-c3cccc(NS(C)(=O)=O)c3)nc2c1 | 98.0 | 5.6 | 100.0 | 7 | 97.0 | 4.7 | 96.0 | 95.0 | 22 | 95.0 | 0.5
COCc1c(Br)c(C)[nH]c(=O)c1C#N | 102.0 | 14.4 | 96.0 | 4 | 100.0 | -0.5 | 105.0 | 97.0 | 28 | 107.0 | -0.1
O=C(CSc1nnc(Cc2cccs2)n1-c1ccccc1)NC1CCCCC1 | 100.0 | -3.1 | 101.0 | 31 | 102.0 | 2.4 | 103.0 | 97.0 | 28 | 101.0 | 1.2
N/C(=N\OC(=O)c1ccc(Br)o1)c1cccnc1 | 98.0 | -2.8 | 104.0 | 14 | 100.0 | 18.8 | 97.0 | 96.0 | 12 | 102.0 | 0.2
O=C1/C(=C/c2cccs2)CCc2ccccc21 | 98.0 | . | 97.0 | 14 | 101.0 | 1.4 | 100.0 | 99.0 | 10 | 100.0 | 0.4
C/C(=N/NC(=O)c1ccco1)c1cccnc1 | 100.0 | . | 95.0 | 23 | 101.0 | 7.1 | 103.0 | 101.0 | 13 | 105.0 | -0.2
CSc1nc2ccc(NC(=O)c3nn(C(C)C)c(=O)c4ccccc34)cc2s1 | 98.0 | -12.9 | 99.0 | 13 | 96.0 | 5.9 | 102.0 | 97.0 | 7 | 102.0 | 1.8
CCCCN(C)C(=O)CCC(=O)NNc1nc2ccccc2c2nc(C)nn12 | 100.0 | 2.7 | 100.0 | 13 | 97.0 | 7.3 | 103.0 | 100.0 | 14 | 101.0 | 0.4
O=C(CSc1nc2ccccc2o1)NCc1ccc2c(c1)OCO2 | 103.0 | . | 103.0 | 7 | 98.0 | -2.4 | 102.0 | 98.0 | 25 | 103.0 | -2.4
CCOC(=O)N1CCN(C(=O)/C=C/c2ccc3c(c2)OCO3)CC1 | 102.0 | -17.6 | 102.0 | 15 | 101.0 | 6.3 | 100.0 | 101.0 | 15 | 101.0 | 0.4
CC(C)(C)OC(=O)N/N=C/c1cn(-c2ccccc2)nc1-c1cccnc1 | 95.0 | 20.0 | 96.0 | 13 | 98.0 | 2.8 | 97.0 | 97.0 | 76 | 98.0 | 0.8
CN(c1ccc(Cl)cc1)c1cc(=O)n(C)c2ccccc12 | 98.0 | . | 96.0 | 26 | 98.0 | 48.5 | 99.0 | 100.0 | 20 | 99.0 | 1.1
CCCCNC(=O)c1ccccc1NC(=O)c1ccc2c(c1)OCO2 | 98.0 | -14.3 | 100.0 | 11 | 96.0 | 14.6 | 98.0 | 95.0 | 12 | 99.0 | 1.0
O=S(=O)(c1ccc(Cl)cc1)N1CCN(c2ccc(N3CCOCC3)nn2)CC1 | 100.0 | -6.3 | 97.0 | 36 | 100.0 | 35.5 | 102.0 | 101.0 | 23 | 108.0 | 1.4
O=C(CSc1nc(O)cc(=O)[nH]1)C1CC1 | 99.0 | . | 98.0 | 29 | 97.0 | 1.3 | 100.0 | 100.0 | 15 | 103.0 | 0.4
CCCCc1ccc(NC(=S)N2CCCC(C)C2)cc1 (stereo not given) | 96.0 | -8.2 | 95.0 | 10 | 95.0 | 7.0 | 92.0 | 96.0 | 14 | 97.0 | 0.1
Cc1nn(-c2ccccc2)c(OC(=O)c2cccs2)c1S(=O)(=O)c1ccc([N+](=O)[O-])cc1 | 93.0 | 18.3 | 98.0 | 25 | 92.0 | -2.0 | 94.0 | 94.0 | 24 | 95.0 | 0.7

4 compounds picked at random from the list so far, as already listed:
SMILES | HRas wt GTP | Pf gametocyte | Rab7 wt GTP bind | Avidin bead fluor | Rab2 wt GTP | ABCG2 block | Cdc42 wt | Rac1 act GTP bind | GSH fluor | Rac1 wt GTP bind | ABCB1 inh
COCc1c(Br)c(C)[nH]c(=O)c1C#N | 102.0 | 14.4 | 96.0 | 4 | 100.0 | -0.5 | 105.0 | 97.0 | 28 | 107.0 | -0.1
O=C(CNC(=O)C1CCCCC1)Nc1ccccc1Cl | 103.0 | . | 99.0 | 7 | 103.0 | 3.0 | 104.0 | 101.0 | 10 | 106.0 | 0.3
NS(=O)(=O)c1cccc(NC(=O)COC(=O)CN2C(=O)C3CC=CCC3C2=O)c1 (stereo not given) | 99.0 | 2.9 | 103.0 | 8 | 102.0 | 2.9 | 96.0 | 97.0 | 14 | 99.0 | 0.2
CCCCc1ccc(NC(=S)N2CCCC(C)C2)cc1 (stereo not given) | 96.0 | -8.2 | 95.0 | 10 | 95.0 | 7.0 | 92.0 | 96.0 | 14 | 97.0 | 0.1

A run of entries from further up, as a working copy:
SMILES | HRas wt GTP | Pf gametocyte | Rab7 wt GTP bind | Avidin bead fluor | Rab2 wt GTP | ABCG2 block | Cdc42 wt | Rac1 act GTP bind | GSH fluor | Rac1 wt GTP bind | ABCB1 inh
NS(=O)(=O)c1cccc(NC(=O)COC(=O)CN2C(=O)C3CC=CCC3C2=O)c1 (stereo not given) | 99.0 | 2.9 | 103.0 | 8 | 102.0 | 2.9 | 96.0 | 97.0 | 14 | 99.0 | 0.2
CCOC(=O)C1(CC2CCCCO2)CCN(S(=O)(=O)c2cccc(F)c2)CC1 (stereo not given) | 99.0 | -14.7 | 100.0 | 11 | 98.0 | 2.9 | 97.0 | 99.0 | 17 | 101.0 | 0.9
